HIF-2a block: blocks HIF-2a reporter activity; inhibition, % at 18.8 µM; 786-0 RCC cells HIF-2a reporter, luciferase luminescence, overnight; actives 0.72% (n = 360,000);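 active means inhibition of the luminescence signal of 40% or more relative to plate controls, in a single-dose primary screen at 18.75 µM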
H9c2 protect: modulators protecting cardiomyocytes from myocardial damage. H9c2 cardiomyocytes, H2O2 injury protection, ATPLite, 2 h. protection from H2O2 cell death, % at 20 µM. actives 0.63% (n = 360,000). AID 588492;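 active means compounds giving at least 50% protection of heart cells from peroxide-induced death in the single-dose screen, raw or plate-pattern-corrected value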;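 further: 0% = DMSO wells with peroxide and 100% = DMSO wells without peroxide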
TRPM1 prom inh: inhibitors of MITF-driven TRPM1 promoter in melanoma cells | inhibition, % at 12.5 µM | AID 488899 | actives 0.83% (n = 330,000) | SK-MEL-5 TRPM1 promoter luciferase, 24 h;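 active means mean inhibition across replicates of 60% or more, whatever share of single replicates reaches that level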; further: values of inactives mirror those of a sister screen read the other way
NR2E3 ag-1: activates human NR2E3 receptor. CHO-S Gal4-NCOR/VP16-NR2E3 two-hybrid, luciferase. Q9Y5X4. inhibition of corepressor binding, % at 3.98 µM. AID 602229. actives 0.35% (n = 360,000);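 active means inhibition above the mean of all tested compounds plus 3 SD, cut at about 70% in these data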;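 further: 0% = DMSO with NR2E3 transfected cells and 100% = cells lacking NR2E3 construct; higher means lower luciferase signal from less NR2E3 corepressor binding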
Target sequence (Q9Y5X4 whole entry, looked up, the tested form may be a part): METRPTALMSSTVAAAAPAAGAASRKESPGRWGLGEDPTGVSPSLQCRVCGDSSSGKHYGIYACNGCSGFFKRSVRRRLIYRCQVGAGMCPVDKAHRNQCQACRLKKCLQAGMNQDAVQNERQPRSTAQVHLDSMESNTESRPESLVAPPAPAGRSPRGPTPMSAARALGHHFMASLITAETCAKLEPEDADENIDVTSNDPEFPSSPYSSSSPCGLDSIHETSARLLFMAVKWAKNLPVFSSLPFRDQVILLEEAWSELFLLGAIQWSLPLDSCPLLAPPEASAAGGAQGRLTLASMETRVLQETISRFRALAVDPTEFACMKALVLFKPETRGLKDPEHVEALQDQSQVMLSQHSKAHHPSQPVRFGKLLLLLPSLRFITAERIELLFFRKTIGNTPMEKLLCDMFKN
Shn3 inh set2: Schnurri-3 reporter inhibition in Clone20 osteoblasts; actives 0.52% (n = 360,000); Clone20 osteoblast Shn3 3'UTR firefly luciferase, 24 h; inhibition, % at 12.5 µM;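 active means mean inhibition of at least 75% with every replicate also reaching 75%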;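 further: 0% = median of neutral control wells and 100% = pilot-screen positive control compound; some compounds past the cut are filed as inactive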
Peg3 prom inh: reduces Peg3 promoter-driven luciferase expression in HeLa. actives 1.7% (n = 360,000). inhibition, % at 20 µM. HeLa PEG-Prom luciferase reporter, luminescence, overnight;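 active means inhibition of at least 50% at 20 µM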
NR2E3 ag-2: activates human photoreceptor nuclear receptor NR2E3. AID 2300. GST-NR2E3/biotin-RetCOR TR-FRET, 1536-well. actives 0.12% (n = 320,000). Q9Y5X4. inhibition of corepressor binding, % at 4.78 µM;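 active means percent inhibition above the cutoff of mean plus 3 SD of all tested compounds, set per screening campaign, cut at about 20% in these data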;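 further: 0% = DMSO wells and 100% = biotin wells as full block of FRET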
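system = GST-tagged NR2E3 plus biotinylated RetCOR corepressor | input = 1.35 nM GST-NR2E3 | also added = 7 nM biotin-RetCOR | schedule = 5 h incubation at 4 °C | measured by = TR-FRET with europium anti-GST and streptavidin-D2, 340 nm excitation | read-out = percent loss of FRET ratio relative to control wells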
iPSC survival up: increases survival of single human iPS cells. hiPSC single-cell survival, ATPlite luminescence; 100% = ROCK inhibitor wells, 0% = DMSO. survival enhancement, % at 20 µM. actives 0.044% (n = 360,000); in the data active means survival enhancement above about 18%;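 further: cells exposed to compounds for 16 hours before the ATP read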
CaV13 FRET inh: Primary screen for inhibitors of IQ motif and Ca2+-dependent inactivation inhibitor domain binding in CACNA1D, Förster resonance energy transfer in living cells, …; HEK cells, CFP/YFP FRET ICDI-IQ, plate reader, 10 min; percent FRET-ratio fall versus neutral wells; inhibition, % at 12.3 µM; actives 0.098% (n = 340,000); AID 743397;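 active means mean replicate inhibition of at least 30% and at least 1% of replicates passing that level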;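 further: 0% = median of the neutral control wells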
m5-HT2A agonist: mouse HTR2A agonism via beta-arrestin recruitment; P35363; CHO-K1 mHTR2A beta-arrestin complementation, luminescence; percent of 30 µM serotonin response; activation, % at 7.6 µM; actives 0.66% (n = 360,000);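 active means activation above a run cutoff, the mean activation of all tested compounds plus 3 SD, cut at about 14% in these data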;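 further: 0% = plate median of compound wells and 100% = 30 µM serotonin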
PDI inh: inhibitors of human protein disulfide isomerase | inhibition, % at 10 µM | P07237 | actives 0.052% (n = 350,000) | PDI insulin aggregation turbidity, A650, 90 min;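 active means mean inhibition across replicates of 30% or more, whatever share of single replicates reach that level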;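 further: absorbance from insulin aggregation driven by PDI reduction with DTT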
Target sequence (P07237 whole entry, looked up): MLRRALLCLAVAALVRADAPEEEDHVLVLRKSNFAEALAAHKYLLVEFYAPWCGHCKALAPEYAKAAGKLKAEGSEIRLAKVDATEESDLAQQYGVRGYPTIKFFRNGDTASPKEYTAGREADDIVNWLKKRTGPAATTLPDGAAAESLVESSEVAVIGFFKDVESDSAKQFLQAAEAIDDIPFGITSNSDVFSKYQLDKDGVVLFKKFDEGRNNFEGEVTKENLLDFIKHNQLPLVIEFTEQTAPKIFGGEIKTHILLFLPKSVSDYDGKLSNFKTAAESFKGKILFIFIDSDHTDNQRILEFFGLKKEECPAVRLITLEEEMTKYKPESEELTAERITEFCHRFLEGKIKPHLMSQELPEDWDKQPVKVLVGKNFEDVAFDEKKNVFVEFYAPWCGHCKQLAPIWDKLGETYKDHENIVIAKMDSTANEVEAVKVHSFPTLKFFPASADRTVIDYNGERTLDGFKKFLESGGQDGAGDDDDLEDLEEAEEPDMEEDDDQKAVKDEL
Active calls of the source: *; · = no result given. Rows are unselected, and some 3.9% of all compounds hit somewhere here.

canonical_smiles	HIF-2a block	H9c2 protect	TRPM1 prom inh	NR2E3 ag-1	Shn3 inh set2	Peg3 prom inh	NR2E3 ag-2	iPSC survival up	CaV13 FRET inh	m5-HT2A agonist	PDI inh
CC(C)CC(COCc1ccc(Cl)cc1)N1CCN(C(=O)c2ccc(Cl)cc2Cl)CCC1=O (stereo not given)	6	7	-9	2	16	26	2	-3.5	-5	6	7
COc1ccc(Cl)cc1S(=O)(=O)Nc1ccc2c(c1)n(C)c(=O)n2C	1	-8	17	7	35	7	-2	-0.8	-8	3	16
O=C(COc1ccccc1)c1ccccc1	-143	-5	-33	-37	-30	-96	·	-1.9	-2	1	-4
COc1ccc(CCNS(=O)(=O)c2ccc(Br)cc2)cc1OC	13	-3	-7	40	4	-1	1	0.4	-3	-1	-1
O=C(CN1CCN(CC(=O)Nc2ccc(Cl)cc2)CC1)Nc1ccc(F)cc1	12	0	-4	13	28	3	-1	-0.8	-4	1	-11
Cc1ccccc1NCc1ccc(O)c2ncccc12	16	33	54	-16	65	31	4	-3.6	-8	1	-4
O=C(NCc1csc(-c2cccs2)n1)C1CC1	-123	-1	-37	-42	-22	-79	4	0.3	-3	0	-6
CC[C@H](C)[C@H]1CNC(=O)C(=O)N1CC1CCN(CCc2ccc(Cl)c(Cl)c2)CC1	9	-5	-12	-40	16	-15	·	6.7	-7	-9	6
O=C(Nc1ccc(F)cc1)OCCOc1ccc([N+](=O)[O-])cc1	-13	-11	-1	-4	3	5	5	0.1	-4	-3	-7
Cn1nc(C(C)(C)C)cc1C(=O)N1CCCCC1c1cc(C(=O)Nc2ccccc2)no1 (stereo not given)	7	-17	·	-8	43	12	·	1.8	-4	-3	14
Cc1c(C#N)c(N=CN(C)C)c(C(=O)c2ccc(Br)cc2)n1-c1ccccc1	-23	0	-2	-19	5	8	0	-1.1	·	0	5
Cc1ccccc1NS(=O)(=O)c1ccc2c(c1)n(C)c(=O)n2C	12	6	16	-9	4	5	4	-1.1	-4	-4	-6
Cc1ccc(N(CC(=O)N/N=C/c2ccc(OCC(N)=O)cc2)S(C)(=O)=O)cc1Cl	10	7	1	-11	-19	18	-1	1.2	-4	-6	3
O=C(NCc1ccccc1)c1ccccc1	-23	-2	-15	-12	-10	-5	·	0.7	·	2	·
CCCCOc1ccc(N2C(N)=NC(N)=NC23CCCCC3)cc1	8	-4	21	2	40	12	-3	-0.5	-2	2	3
O=C(Cc1c(Sc2ccccc2)c2ccccc2n1Cc1ccccc1)NCCO	22	-6	-8	-11	-1	27	-1	-0.2	-14	-5	4
O=[N+]([O-])c1cccc(N=Nc2ccc(O)cc2O)c1	-154	-7	-3	-4	8	-59	·	-2.0	-6	-3	-3
COc1ccc(-c2nc3c(Cl)cc(C(F)(F)F)cn3c2Cc2cccc(F)c2)cc1OC	-32	0	·	-25	10	-26	·	0.3	-7	-1	·
Cn1ncc([N+](=O)[O-])c1C(=O)N/N=C/c1cccc([N+](=O)[O-])c1	-35	3	2	10	10	0	1	1.3	4	4	0
CC(SC1=NCCS1)C(=O)Nc1nnc(-c2ccc(Br)cc2)s1 (stereo not given)	-132	-13	-31	-58	-20	-95	4	-3.4	-8	-5	·
N#Cc1c(Sc2ncc(C(F)(F)F)cc2Cl)nsc1C/C=N\OCc1ccccc1Br	5	-8	1	-7	12	5	2	0.5	-5	2	2
Nc1ncnc(N2CCc3ccccc32)c1[N+](=O)[O-]	18	-6	23	-30	-3	37	-1	-0.5	-5	-3	-2
COc1ccccc1N1CCN(C(=O)c2cc3c(s2)CCCCC3)CC1	-9	10	0	-18	22	12	-2	-0.2	·	-7	1
CCOc1ccc(C(=O)/C=C/c2ccc(OC)c(OC)c2)cc1	13	8	-6	-6	-29	9	-3	0.1	-7	5	10
COC(=O)C(CSCc1ccccc1)NC(=O)CSc1nc(C)cc(=O)[nH]1 (stereo not given)	4	1	-6	8	15	10	-3	-0.7	0	-1	-16
CC(=O)c1ccc(N2CCN(S(=O)(=O)c3cccc(S(=O)(=O)N4CCOCC4)c3)CC2)cc1	2	-11	-10	-2	·	20	3	-1.3	·	6	6
CCN(CC)CCNC(=O)c1ccc(NC(=O)c2cccc(S(=O)(=O)N3CCc4ccccc43)c2)cc1	11	-15	58	13	17	77*	·	1.5	-6	-10	12
Nc1cc([N+](=O)[O-])ccc1Nc1ccc(O)cc1	-16	12	3	10	1	7	-3	0.1	-4	6	2
Cc1ccc(S(=O)(=O)N(C)C)cc1NC(=S)N1CCc2ccccc21	15	-10	3	-30	-54	20	-3	0.0	-7	0	-2
COC(=O)[C@H]1C[C@@H]1[C@H](NS(=O)(=O)c1ccc2ccccc2c1)c1ccccc1	-4	0	5	14	1	1	1	2.5	11	5	-3
CSc1cccc(CNC(=O)CC2C(=O)NCCN2CC(C)(C)C)c1 (stereo not given)	4	3	0	1	-13	5	1	6.2	-4	-2	1
CCOc1ccc(N(CC(=O)Nc2ccccc2C)S(=O)(=O)c2c(C)[nH]c(=O)[nH]c2=O)cc1	6	-1	-6	-31	-9	5	0	-0.6	-6	4	0
Nc1ccccc1-c1nc2ccccc2s1	-317	-6	-48	-86	-82	-395	-2	-0.7	-4	-2	-4
Cn1c(N)c(C(=O)COC(=O)c2ccccc2C(=O)c2ccc(Cl)c([N+](=O)[O-])c2)c(=O)n(C)c1=O	71*	16	92*	24	16	96*	·	8.2	·	3	2
CC1(C(=O)Nc2cccc(Oc3ccccc3)c2)CCN1Cc1cc2ccccc2o1 (stereo not given)	6	-18	·	17	8	17	·	0.6	-4	-6	13
N/C(=N\OC(=O)c1ccccc1Cl)c1ccc(Cl)cc1	-162	-30	-42	-72	-20	-208	-1	-0.4	-3	-4	-4
COCOc1cccc(CN2CCC2(C)C(=O)Nc2ccc(C)c(O)c2)c1 (stereo not given)	-15	-3	·	-27	14	11	·	-0.4	-5	-6	4
Cc1ccc(Nc2nc(N)nc(CN3CCN(C(=O)c4ccco4)CC3)n2)cc1Cl	12	11	1	-15	-15	4	3	1.3	-5	8	2
C=CCc1cc(/C=C2/NC(=O)N(CC(=O)OC)C2=O)cc(OC)c1O	21	10	-4	19	-3	1	-10	0.0	8	1	2
CN1C(=O)C(CC(=O)Nc2ccc(F)cc2)N(Cc2ccco2)C1=S (stereo not given)	12	16	7	-35	-15	8	2	-0.5	-2	0	2

Structures listed above that bear a hit mark in HIF-2a block.
SMILES	HIF-2a block	TRPM1 prom inh	NR2E3 ag-1	Shn3 inh set2	Peg3 prom inh	NR2E3 ag-2	CaV13 FRET inh	m5-HT2A agonist	PDI inh
Cn1c(N)c(C(=O)COC(=O)c2ccccc2C(=O)c2ccc(Cl)c([N+](=O)[O-])c2)c(=O)n(C)c1=O	71*	92*	24	16	96*	·	·	3	2

Next section
canonical_smiles	HIF-2a block	H9c2 protect	TRPM1 prom inh	NR2E3 ag-1	Shn3 inh set2	Peg3 prom inh	NR2E3 ag-2	iPSC survival up	CaV13 FRET inh	m5-HT2A agonist	PDI inh
CC(C)(C)n1nnnc1C(c1ccc(C(F)(F)F)cc1)N(Cc1ccccc1)Cc1ccco1 (stereo not given)	8	-9	4	-13	88*	11	1	-0.3	·	-7	1
CCOC(=O)COc1ccsc1C(=O)OC	13	4	3	-21	-10	9	1	3.5	-3	0	6
CC(=O)c1cccc(NC(=O)Cn2cnc(S(=O)(=O)N3CCCC3)c2)c1	5	2	4	1	-14	10	0	-0.5	-7	9	5
O=C(O)CC(C(=O)OC1CCCCC1)N1CCOCC1 (stereo not given)	11	-1	2	18	-27	17	-2	0.5	·	-2	-7
COc1cccc(C(=O)C2CCCN(C(=O)c3ccccn3)C2)c1 (stereo not given)	1	-1	18	-57	8	10	3	-0.5	-7	-3	11
COC(=O)c1cc2c(cc1N)OCCO2	-24	2	5	0	1	-17	-1	3.1	-5	3	-7
O=C(CCN1C(=O)/C(=C\C=C\c2ccccc2)SC1=S)Nc1ccc(C(=O)O)cc1	-175	-7	-58	-5	-37	-216	5	-0.4	-6	-3	1
O=C(NC(=S)Nc1nc(-c2cccc([N+](=O)[O-])c2)cs1)c1cc(Cl)ccc1Cl	-38	-7	-16	14	-3	-38	0	-0.6	5	2	-1
O=C(Nc1ccccc1C(=O)NC1CC1)c1ccccc1F	-14	1	3	25	6	-22	·	-0.4	-2	-7	-4
CCOC(=O)C(NC(=O)c1ccccc1)(N1CCOCC1)C(F)(F)F (stereo not given)	3	23	-7	-7	-23	0	4	8.0	·	4	-6
Cn1c(C(=O)O)cc2cc(Oc3ccccc3)ccc21	2	2	9	-22	-5	8	-2	-0.3	-4	4	10
CCOc1ccc(N2C(=O)C(Cl)=C(N3CCOCC3)C2=O)cc1	1	2	11	-12	5	8	-3	-0.2	-2	1	1
Cc1nn(-c2ccc(F)cc2)c(Cl)c1/C=C(/CC(=O)O)c1nc2ccccc2s1	-7	10	4	-20	5	-9	·	-2.5	-7	0	-8
Cc1cc(C(F)(F)F)c(C#N)c(SCC(=O)NC2CC2)n1	2	5	7	-5	-29	3	-3	2.7	-9	-3	9
COC(=O)c1ccc(CC(=O)c2c(C)cc(O)cc2O)o1	7	-4	6	-8	2	18	0	-3.5	-8	3	7
